# PP1 inh: blocks human PP1-alpha phosphatase, a PP5 counter-screen | inhibition, % at 6.7 µM | AID 2235 | 320,000 compounds, 0.9% hits | P62136 | purified PP1alpha, OMFP fluorescence;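 active = inhibition above the mean inhibition of all tested compounds plus 3 SD, computed separately for each screening campaign, cut at about 15% in these data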
# Target sequence (P62136 whole entry, looked up): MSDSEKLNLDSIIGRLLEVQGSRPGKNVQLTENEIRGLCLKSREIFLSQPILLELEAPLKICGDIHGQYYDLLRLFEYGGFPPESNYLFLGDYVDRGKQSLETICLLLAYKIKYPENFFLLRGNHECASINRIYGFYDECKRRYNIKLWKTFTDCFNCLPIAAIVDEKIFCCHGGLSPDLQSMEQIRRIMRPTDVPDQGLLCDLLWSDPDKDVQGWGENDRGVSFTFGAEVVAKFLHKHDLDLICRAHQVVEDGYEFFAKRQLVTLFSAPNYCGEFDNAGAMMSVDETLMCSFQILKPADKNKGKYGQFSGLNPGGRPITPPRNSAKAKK
# TPT1 inhibitor: blocks Candida albicans tRNA 2'-phosphotransferase. AID 1962. 300,000 compounds, 0.81% hits. recombinant caTPT1, FP RNA substrate dephosphorylation. inhibition, % at 5 µM;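 active = inhibition above the mean of all tested compounds plus 3 SD, set per screening campaign, cut at about 24% in these data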;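 note: plate controls were DMSO alone for no effect and ferristatin control at 100 nM for full effect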
# core dimer inh: HCV core protein dimerization inhibition; TR-FRET GST/Flag-core106 dimerization, 1536-well; inhibition, % at 5 µM; 300,000 compounds, 0.33% hits; AID 1899;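 active = inhibition above the mean of all tested compounds plus 3 SD, set per screening campaign, cut at about 45% in these data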
#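 test system = GST/Flag-tagged HCV core106 proteins | probe or stimulus = Eu donor and XL665 acceptor anti-tag antibodies | times = compound-protein-antibody incubation 4 h at 22.5 °C | signal = TR-FRET, excitation 340 nm, emission 617 and 671 nm | measure = percent inhibition of core106 dimerization signal | controls = wells lacking GST-core106 and wells with excess unlabelled core106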
# ZTA counter: ZTA (EBV) inhibition in EBNA-1 counter-screen | ZTA-DNA binding, fluorescence polarization | P03206 | 320,000 compounds, 0.15% hits | inhibition, % at 11 µM; in the data active = inhibition above about 33%
# PREPL inhibitor: human PREPL enzyme inhibition. inhibition, % at 5.96 µM. Q4J6C6. 320,000 compounds, 0.68% hits. AID 2751. recombinant PREPL, fluorescence polarization activity-based probe; in the data active = inhibition above about 43%;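 note: 0% = enzyme with DMSO and 100% = wells lacking enzyme; many of its hits are not listed in these tables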
# EBNA-1 inhibitor: blocks EBNA-1 binding to DNA | EBNA-1 DNA binding, fluorescence polarization | inhibition, % at 14.8 µM | 300,000 compounds, 0.34% hits | AID 1950; in the data active = inhibition above about 28%
# CTSL1 counter: counter-screen for PFM18AAP inhibitors: inhibitors of F. hepatica cathepsin L1; recombinant F. hepatica cathepsin L1, Z-Leu-Arg-MCA fluorescence; inhibition, % at 5.96 µM; 300,000 compounds, 0.49% hits; AID 1906;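 active = inhibition above the mean of all tested compounds plus 3 SD, set per screening campaign, cut at about 17% in these data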;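 note: 0% = plate median of test compound wells and 100% = 1 µM Z-Phe-Ala-diazomethylketone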
# Efflux pump inh: antifungal efflux pump inhibition, Nile Red retention; S. cerevisiae Candida pump triplex; inhibition, % at 10 µM; 330,000 compounds, 0.44% hits;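 active = plate passing quality check with inhibition over a set limit, or well fluorescence over plate mean plus 4 SD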;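 note: Nile Red retained in pooled yeast measured as flow cytometry median fluorescence; 0% = buffer negative control and 100% = Enniatin B positive control; higher means more Nile Red kept so more efflux inhibition; some compounds called inactive have numbers as strong as hits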
# PP5 primary: PP5 (human) phosphatase inhibition. inhibition, % at 6.7 µM. P53041. 320,000 compounds, 0.18% hits. purified PP5c, OMFP substrate fluorescence;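 active = inhibition above the campaign's mean inhibition across all tested compounds plus 3 SD, cut at about 9.5% in these data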;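 note: 0% = DMSO only and 100% = 100 µM cantharidin control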
# Target sequence (P53041 whole entry, looked up): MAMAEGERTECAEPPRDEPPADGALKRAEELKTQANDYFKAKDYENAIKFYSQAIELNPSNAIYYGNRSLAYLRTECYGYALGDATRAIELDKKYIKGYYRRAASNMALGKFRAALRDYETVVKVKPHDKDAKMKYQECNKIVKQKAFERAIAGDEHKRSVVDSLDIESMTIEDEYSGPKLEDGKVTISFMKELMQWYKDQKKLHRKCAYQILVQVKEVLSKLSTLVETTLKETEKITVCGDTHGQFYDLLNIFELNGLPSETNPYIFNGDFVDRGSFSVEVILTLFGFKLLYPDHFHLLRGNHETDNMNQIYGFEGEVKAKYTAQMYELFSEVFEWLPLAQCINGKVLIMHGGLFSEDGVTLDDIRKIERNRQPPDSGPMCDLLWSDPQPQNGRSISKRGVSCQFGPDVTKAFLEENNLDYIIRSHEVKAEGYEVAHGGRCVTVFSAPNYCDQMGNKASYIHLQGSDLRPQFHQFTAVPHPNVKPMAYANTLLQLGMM
# Starred values were filed as active, the others as inactive; nt = no result given. Only part of the results is shown; rates above refer to the full screens.
compound	PP1 inh	TPT1 inhibitor	core dimer inh	ZTA counter	PREPL inhibitor	EBNA-1 inhibitor	CTSL1 counter	Efflux pump inh	PP5 primary
N/C(=N\OC(=O)CCC1CCCC1)c1cccnc1	-1	-1	-5	9	6	2	-1	-0.2	-1.3
CCc1ccc(NC(=O)CSc2nc3ccccc3nc2N2CCCC2)cc1	0	1	1	-1	7	4	2	0.1	1.5
CCCc1nn2c(=O)cc(CSCC(=O)Nc3cccc(OC)c3)nc2s1	0	1	-1	-6	15	-7	-6	0.1	2.2
Cc1nn(C)cc1NC(=O)c1nn(C)cc1[N+](=O)[O-]	-2	-2	-7	-6	6	-6	-1	-0.2	0.5
Cc1ccc(O)c(NC(=O)c2cccc(S(=O)(=O)N3CCCCC3)c2)c1	0	7	3	0	-5	-8	-2	0.4	6.0
CCOc1ccc(CNC(=O)CCS(=O)(=O)Cc2cccc(Cl)c2)cc1OC	-2	0	-2	-16	9	-2	-3	-0.1	0.7
Cc1ccc(OCCCCc2c(C)n[nH]c2C)cc1	-11	-1	-20	2	-8	3	8	-0.1	4.3
CC(=O)N1CCCc2ccc(NS(=O)(=O)c3ccc(C)c(C)c3)cc21	1	-3	3	1	-3	8	-6	-0.2	3.5

# An excerpt of these results, with each value named:
CCc1ccc(NC(=O)CSc2nc3ccccc3nc2N2CCCC2)cc1
  PP1 inh: 0; TPT1 inhibitor: 1; core dimer inh: 1; ZTA counter: -1; PREPL inhibitor: 7; EBNA-1 inhibitor: 4; CTSL1 counter: 2; Efflux pump inh: 0.1; PP5 primary: 1.5
Cc1ccc(O)c(NC(=O)c2cccc(S(=O)(=O)N3CCCCC3)c2)c1
  PP1 inh: 0; TPT1 inhibitor: 7; core dimer inh: 3; ZTA counter: 0; PREPL inhibitor: -5; EBNA-1 inhibitor: -8; CTSL1 counter: -2; Efflux pump inh: 0.4; PP5 primary: 6.0

# New compounds follow.
compound	PP1 inh	TPT1 inhibitor	core dimer inh	ZTA counter	PREPL inhibitor	EBNA-1 inhibitor	CTSL1 counter	Efflux pump inh	PP5 primary
COc1ccccc1C1C2CCCCC2(O)CCN1CC(=O)Nc1ccccc1 (stereo not given)	0	0	-3	-5	17	1	-1	0.1	-0.9
Cc1ccc2[nH]cc(S(=O)(=O)c3ccc(C(C)C)cc3)c(=O)c2c1	4	-2	2	5	7	-11	9	0.4	0.4
COc1ccc2[nH]c(C)c(C(=O)CN(C)C)c2c1	-8	-2	-1	-15	1	-4	-3	0.0	-0.8
CCc1csc(CCNC(=O)C2CCC(=O)N(Cc3ccccc3F)C2)n1 (stereo not given)	-2	-1	2	14	-4	-4	-2	0.0	1.1
CC(=O)NC1(NC(C)=O)CCN(C)C(c2ccccc2)C1C (stereo not given)	0	-4	-7	-3	17	-2	1	-0.1	1.1
COc1cccc(C2NC(=O)NC(C)=C2C(=O)OCC2CCCO2)c1 (stereo not given)	-4	-1	2	-5	-3	-4	-8	0.1	0.3
Cc1c(Br)c(O)c(Br)c2sc(=O)oc12	9	2	1	2	11	-1	-7	0.2	-0.4
COc1ccccc1CNS(=O)(=O)c1cc2c3c(c1)CCN3C(=O)CC2	0	-1	-2	9	5	-3	3	-0.1	-1.3
O=C(NC1CCCCC1)N1CCCC1	-2	-2	-9	-13	6	9	-1	0.0	0.0
Cc1cc(=O)oc2cc(OS(C)(=O)=O)ccc12	-1	0	-9	-17	7	2	-5	1.8	2.5
Cc1cccc(OCC(=O)Nc2ccc(C(=O)NCC(C)C)cc2)c1	6	-2	-10	7	13	-3	-3	-0.1	1.4
CCc1ccc(Nc2n[n+](-c3ccccc3)c(-c3cccc(C)c3)s2)cc1	11	-4	-11	-11	14	-8	3	0.0	2.4
COC(=O)NC(NC(=S)Nc1ccccc1OC)C(Cl)(Cl)Cl (stereo not given)	2	2	-2	1	14	-10	-2	0.6	-1.5
NS(=O)(=O)c1cccnc1Nc1cccc(C(F)(F)F)c1	-1	-4	-1	-3	-6	0	-1	-0.1	3.4
COc1ccc(-c2n[nH]c(=S)n2-c2ccccc2C)cc1	-2	-1	5	-6	-4	5	2	0.0	-0.1
COc1ccc(NC(=O)Nc2ccc(C(C)C)cc2)cc1	-13	0	1	-5	5	-11	-3	0.4	1.1
Cc1ccc(CNC(=O)C2CCCN(c3nn4c(=O)cc(C)nc4s3)C2)cc1 (stereo not given)	1	0	0	4	11	4	1	-0.2	-1.9
CCCCN1C(=O)C(=O)N(CC(=O)N2N=C3/C(=C/c4ccco4)CCCC3C2c2ccco2)C1=O (stereo not given)	2	1	14	8	0	2	6	1.0	2.0
Nc1nnc(SCCCOc2ccc(F)cc2)s1	-1	5	-7	5	5	-3	0	0.7	-1.3
CC1CCN(c2oc(-c3ccccc3F)nc2C#N)CC1	-4	3	0	6	-1	1	0	0.0	1.8
Cc1cc(/C=C2/SC(=O)N(CC(=O)N3CCCC3)C2=O)c(C)n1C	-2	-5	6	-1	7	-2	7	-0.1	4.6
Cc1ccn2c(Nc3ccccc3C)c(-c3ccccn3)nc2c1	32*	-3	1	-11	52*	-3	6	-0.1	4.0
CC1CC1C(=O)OCC(=O)Nc1cccc(F)c1 (stereo not given)	-3	nt	nt	16	8	nt	nt	-0.1	0.5
CC(C)C[C@H](NC(=O)N1CCn2c1nc1ccccc12)C(=O)NCc1ccccc1	-2	0	7	-1	-6	0	3	-0.1	-0.1

# A stretch from the list above, for reference:
compound	PP1 inh	TPT1 inhibitor	core dimer inh	ZTA counter	PREPL inhibitor	EBNA-1 inhibitor	CTSL1 counter	Efflux pump inh	PP5 primary
Nc1nnc(SCCCOc2ccc(F)cc2)s1	-1	5	-7	5	5	-3	0	0.7	-1.3
CC1CCN(c2oc(-c3ccccc3F)nc2C#N)CC1	-4	3	0	6	-1	1	0	0.0	1.8
Cc1cc(/C=C2/SC(=O)N(CC(=O)N3CCCC3)C2=O)c(C)n1C	-2	-5	6	-1	7	-2	7	-0.1	4.6
Cc1ccn2c(Nc3ccccc3C)c(-c3ccccn3)nc2c1	32*	-3	1	-11	52*	-3	6	-0.1	4.0
CC1CC1C(=O)OCC(=O)Nc1cccc(F)c1 (stereo not given)	-3	nt	nt	16	8	nt	nt	-0.1	0.5
CC(C)C[C@H](NC(=O)N1CCn2c1nc1ccccc12)C(=O)NCc1ccccc1	-2	0	7	-1	-6	0	3	-0.1	-0.1

# The list goes on.
compound	PP1 inh	TPT1 inhibitor	core dimer inh	ZTA counter	PREPL inhibitor	EBNA-1 inhibitor	CTSL1 counter	Efflux pump inh	PP5 primary
COc1cc(CN2CC(C)CC(C)C2)cc([N+](=O)[O-])c1O (stereo not given)	0	4	-6	5	3	8	-1	0.0	1.8
CCCN(CCC)S(=O)(=O)c1ccc(C(=O)N2CCOCC2)cc1	0	2	1	9	6	15	-2	0.0	-1.6
CCOc1ccccc1N(CC(=O)NCC1CCCO1)C(=O)CCC(=O)Nc1cc(C)on1 (stereo not given)	-1	-3	-4	0	-4	-4	-5	0.0	-1.2
CC12CCC(C(=O)N3CCCCC3)([C@H](Br)C1=O)C2(C)C (stereo not given in full)	-1	-2	-4	10	-6	-7	-4	0.1	4.4
COC(=O)c1cc(Cl)c(NC(=O)c2ccco2)cc1OC	-4	3	-3	0	-3	-2	0	0.2	3.4
CC1CCCC(C)N1CCCNC(=O)c1ccc2c(c1)NC(=O)c1ccccc1S2 (stereo not given)	-2	2	-12	-8	9	9	6	-0.3	-1.0
O=C(O)CCc1ccc(-c2ccccc2)o1	1	-4	2	-2	-1	-9	-2	0.1	0.3
O=C(Cn1c(NCCO)nc2ccccc21)N1CCN(Cc2ccccc2)CC1	-5	5	-25	6	1	1	-2	0.0	-1.5

# Additional records
# Each structure is followed by: PP1 inh	TPT1 inhibitor	core dimer inh	ZTA counter	PREPL inhibitor	EBNA-1 inhibitor	CTSL1 counter	Efflux pump inh	PP5 primary
CN(C)S(=O)(=O)c1ccc(C(=O)NCCN2C(=O)S/C(=C\c3cccnc3)C2=O)cc1
  0	-2	2	8	11	7	4	0.0	-3.0
O=C(C1CCC(CNS(=O)(=O)c2ccccc2)CC1)N1CCOCC1 (stereo not given)
  -1	-1	2	-15	7	-18	0	-0.1	1.5
Cc1cc(N)ccc1NC(=O)CN1CCOCC1
  -2	-3	-7	-9	15	-15	-1	0.0	2.2
O=C(O)CN1CCN(Cc2cccc(Cl)c2)C1=O
  -1	-1	1	0	-2	4	-5	0.1	1.0
CC1(C)CC(N2CCC(=O)NC2=S)CC(C)(C)N1
  -4	-3	0	5	-3	-3	-2	0.0	0.3
Cc1ccc(C)c(NC(=O)CCNS(=O)(=O)c2ccc3[nH]c(=O)oc3c2)c1
  -3	0	9	5	-3	13	0	-0.3	-2.4
O=S(=O)(c1cccc(-c2csc(-c3cccnc3)n2)c1)N1CCCCC1
  5	-1	18	0	2	-4	1	0.0	1.2
Cc1c(Cc2ccccc2)sc(/N=C/c2ccc3ccccc3c2)c1C(N)=O
  -5	56*	10	-3	-22	3	-2	0.2	1.8
CCC(C)C(NC(=O)c1ccccc1NC(=O)c1ccco1)C(=O)NNC(=O)c1ccncc1 (stereo not given)
  -2	0	5	-1	-4	8	3	0.1	-3.3
COc1ccc(CNC(=O)C2CCCN(S(=O)(=O)c3c(C)noc3/C=C/N(C)C)C2)cc1 (stereo not given)
  3	14	1	-3	9	-9	2	-0.1	5.5
Cc1cc(-c2ccco2)n(CC(=O)NCc2ccccc2)n1
  0	2	5	1	9	4	-2	0.3	4.7
CCOCCCNC(=O)C(NC(=O)c1ccc(=O)[nH]c1)c1ccc(C)cc1 (stereo not given)
  -3	-1	-4	6	-1	9	-4	-0.3	0.0
Nc1ccccc1Nc1ccncc1[N+](=O)[O-]
  1	-2	4	-2	2	-15	2	0.1	2.5
CC(=O)c1ccc(OC(=O)C2CSC3(C)CCC(=O)N23)cc1 (stereo not given)
  3	nt	nt	-10	17	nt	nt	0.4	1.8
COc1ccc(/C=C/C(=O)C2(O)CCCCC2)cc1OC
  -3	-4	-2	18	1	2	3	0.0	-0.6
CCN(CC)S(=O)(=O)c1cc(NC(=O)CSc2nccn2C)ccc1C
  -1	2	-10	0	2	3	1	0.1	0.9
CCOC(=O)C1CCN(C(=O)CCc2nnc3ccc(NCc4ccco4)nn23)CC1
  -7	0	3	7	10	6	-4	-0.1	1.6
CCCCOC(=O)Nc1ccc(S(=O)(=O)Nc2ncccn2)cc1
  -3	-5	1	-3	10	-8	-6	0.4	1.7
Cc1cccc(NS(=O)(=O)c2cc3c(cc2C)NC(=O)CO3)c1
  -2	-1	7	-19	5	-19	0	0.0	-0.1
COc1cc(OC)cc(C(=O)Nc2ccccc2-c2nnn(CC(N)=O)n2)c1
  -4	0	-1	-11	-4	20	-4	-0.1	4.1
O=C(O)C(Cc1ccccc1)NC(=O)C(c1ccccc1)c1ccccc1 (stereo not given)
  -3	-2	-2	-14	-13	-2	-5	-0.1	0.2
Cc1nc(SCC(=O)OCc2ccccc2)c(C#N)c(-c2ccccc2)c1C(=O)Nc1ccccc1
  7	1	8	7	-25	2	3	0.1	-0.9
COc1cccc(/C=C2\SC(=S)N(CCC(=O)NC3C=CS(=O)(=O)C3)C2=O)c1 (stereo not given)
  3	0	12	24	22	6	1	0.1	0.9
